Source: PubChem (Sanford-Burnham Center for Chemical Genomics)
APOBEC3A inh = blocks human APOBEC3A ssDNA deamination; P31941; recombinant A3A, FAM/TAMRA ssDNA deamination fluorescence; inhibition, % at 20 µM; hit rate 0.41% among 330,000; AID 493011;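 active means at least 40% inhibition at 20 µM here, with at most 30% in a related deaminase screen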;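 further: plate controls were A3A with DMSO for no effect and wells lacking A3A enzyme for full effect; some results filed as inactive read as strong as hits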
Target sequence (P31941 whole entry, looked up): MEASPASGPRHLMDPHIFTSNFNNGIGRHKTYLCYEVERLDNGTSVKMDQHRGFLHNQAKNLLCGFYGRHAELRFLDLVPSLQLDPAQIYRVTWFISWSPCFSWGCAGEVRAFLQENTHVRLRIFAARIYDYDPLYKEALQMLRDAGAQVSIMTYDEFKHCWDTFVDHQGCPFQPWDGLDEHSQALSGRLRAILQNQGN
mIAP block = blocks mouse intestinal alkaline phosphatase; purified mouse IAP, CDP-Star luminescence, 30 min; inhibition, % at 10 µM; hit rate 0.2% among 330,000; AID 2806;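 active means inhibition of at least 40% at 10 µM in the primary screen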;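 further: plate controls were DMSO with enzyme for no effect and no enzyme wells for full effect; values of inactives mirror those of a sister screen read the other way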
MPTP inh = inhibitors of mitochondrial permeability transition pore. isolated mouse mitochondria, Ca2+ swelling absorbance, 30 min. inhibition, % at 10 µM. hit rate 1.4% among 360,000. AID 602449;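 active means inhibition of 50% or more, scaled per plate between neutral and stimulator controls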;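 further: 0% = DMSO wells given calcium and 100% = 1 mM EGTA wells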
MIN6 prolif = inducers of beta-cell replication in MIN6 cells | MIN6 cells proliferation, ATPlite luminescence, 48 h; cells starved in 0.2% serum; 100% = growth in 10% serum | proliferation, % at 10 µM | hit rate 0.29% among 330,000;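 active means compounds whose signal lies at least 3.5 SD above the mean of all wells on their plate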;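 further: 0% = DMSO-treated cells in low-serum medium and 100% = 10% serum control; some compounds called inactive have numbers as strong as hits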
ATG4B inhibitor = blocks human ATG4B protease cleavage of LC3 substrate; Q9Y4P1; ATG4B cleavage of LC3-PLA2, NBD-HPC fluorescence, 1 h; inhibition, % at 8.33 µM; hit rate 0.51% among 340,000; AID 504462; in the data active means inhibition above about 40%
Target sequence (Q9Y4P1 whole entry, looked up): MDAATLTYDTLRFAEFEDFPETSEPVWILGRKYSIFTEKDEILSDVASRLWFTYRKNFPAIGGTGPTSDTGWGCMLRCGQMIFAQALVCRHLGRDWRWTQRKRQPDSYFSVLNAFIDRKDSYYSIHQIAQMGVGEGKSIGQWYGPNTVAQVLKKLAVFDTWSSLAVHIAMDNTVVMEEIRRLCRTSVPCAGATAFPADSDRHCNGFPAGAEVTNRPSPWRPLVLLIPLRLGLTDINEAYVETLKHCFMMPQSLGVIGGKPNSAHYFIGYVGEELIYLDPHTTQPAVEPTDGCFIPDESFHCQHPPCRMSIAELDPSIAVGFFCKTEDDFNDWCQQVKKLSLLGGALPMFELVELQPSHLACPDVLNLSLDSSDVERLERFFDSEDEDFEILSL
hIAP inh = blocks human intestinal alkaline phosphatase; P09923; purified IAP, CDP-Star luminescence, 30 min; inhibition, % at 10 µM; hit rate 0.12% among 330,000; AID 2544;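 active means inhibition reaching a set limit with compound at 10 µM in the primary screen, cut at about 35% in these data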;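 further: plate controls were DMSO wells with enzyme for no effect and no-enzyme buffer wells for full effect; values of inactives mirror those of a sister screen read the other way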
A3G deaminase = APOBEC3G (human) deaminase inhibition. Q9HC16. recombinant A3G, ssDNA deamination FAM/TAMRA fluorescence. inhibition, % at 20 µM. hit rate 0.28% among 330,000. AID 493012;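 active means inhibition of at least 40% at 20 µM, with no more than 30% in the related APOBEC3A deaminase screen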;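 further: plate controls were DMSO wells with A3G for no effect and wells lacking A3G enzyme for full effect; some compounds called inactive have numbers as strong as hits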
Target sequence (Q9HC16 whole entry, looked up): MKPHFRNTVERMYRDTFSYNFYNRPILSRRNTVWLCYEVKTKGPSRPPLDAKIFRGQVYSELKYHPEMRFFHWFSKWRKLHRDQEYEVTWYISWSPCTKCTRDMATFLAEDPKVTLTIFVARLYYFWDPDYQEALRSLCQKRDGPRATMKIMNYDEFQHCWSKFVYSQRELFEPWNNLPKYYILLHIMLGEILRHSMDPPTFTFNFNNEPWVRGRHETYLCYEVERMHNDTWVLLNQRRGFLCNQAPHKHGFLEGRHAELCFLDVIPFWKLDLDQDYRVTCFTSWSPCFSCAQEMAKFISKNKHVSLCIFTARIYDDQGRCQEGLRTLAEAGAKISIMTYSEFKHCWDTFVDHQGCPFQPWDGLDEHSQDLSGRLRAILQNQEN
mIAP act = increases mouse intestinal alkaline phosphatase activity | muIAP, CDP-Star luminescence, 30 min; active compounds read high; 1 = vehicle-only enzyme signal, 0 = enzyme-free wells | activation factor at 10 µM | hit rate 0.24% among 330,000;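 active means activation factor of at least 2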; further: the source names both 10 and 20 µM as test concentration; values of inactives mirror those of a sister screen read the other way
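System: Mouse IAP enzyme | Also added: CDP-Star substrate | Dosing: Compounds dispensed in DMSO | Schedule: 30 min enzyme-substrate-compound incubation at room temperature | Technique: Chemiluminescence readout | Control set: DMSO-only wells and no-enzyme negative control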
hIAP activ = human IAP activation. P09923. purified human IAP, CDP-Star luminescence, 30 min; active compounds read high; 1 = vehicle-only enzyme, 0 = enzyme-free background. activation factor at 10 µM. hit rate 0.16% among 330,000. AID 2524;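 active means activation factor of the enzyme at least 2-fold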; further: the source names both 10 and 20 µM as test concentration; values of inactives mirror those of a sister screen read the other way
Starred values were filed as active, the others as inactive; . = not tested or not shown.

SMILES | APOBEC3A inh | mIAP block | MPTP inh | MIN6 prolif | ATG4B inhibitor | hIAP inh | A3G deaminase | mIAP act | hIAP activ
O=C(CN1CCN(S(=O)(=O)c2cc(Cl)ccc2Cl)CC1)c1ccc(O)c(O)c1 | -6 | 29 | 2.2 | -3 | -8 | 13 | -5 | 0.71 | 0.87
CC1(C)C(=O)OC(c2cccs2)C2(CCCCC2)C1=O (stereo not drawn) | 2 | -1 | -0.3 | 1 | -7 | -8 | 0 | 1 | 1.1
CNC(=O)CN(CCc1ccccc1)S(=O)(=O)c1ccc(OC)cc1 | 45* | 4 | 1.0 | -1 | -6 | 4 | 1 | 0.96 | 0.96
C/C(N)=C(/C#N)C(=O)CSc1nc2ccccc2c(=O)n1-c1ccc(C)c(Cl)c1 | -2 | -5 | -3.4 | -5 | 47* | 0 | -2 | 1.1 | 1
CCOC(=O)C1C(c2cccc(Cl)c2Cl)NC(=O)NC1(O)C(F)(F)F (stereo not drawn) | 1 | -4 | 0.7 | -5 | -7 | -11 | -1 | 1 | 1.1
Cn1nnnc1SCc1ccc(F)cc1 | 2 | -12 | -1.1 | 0 | 5 | 7 | -1 | 1.1 | 0.93
C#CCNC(=O)C1=C[C@@H](c2ccc(C(F)(F)F)cc2)C[C@@H](OCCCCO)O1 | -1 | 5 | -1.7 | -6 | -4 | 1 | -7 | 0.95 | 0.99
O=C(O)CSc1ccc2nnc(-c3cccnc3)n2n1 | -2 | 5 | -2.3 | -1 | -1 | 16 | -3 | 0.95 | 0.84
Cc1ccc(S(=O)(=O)N2CCN(C)CC2)c(C)c1N(C)S(=O)(=O)c1ccc(Cl)cc1 | -5 | -10 | 1.9 | -3 | -3 | -15 | -5 | 1.1 | 1.1
CCn1c(CC(=O)Nc2ccccc2)nnc1SCC(=O)NC1=NCCS1 | 2 | -5 | 0.2 | 0 | 8 | -7 | -6 | 1 | 1.1
Cc1ccc(C(=O)NCC2CCCO2)o1 (stereo not drawn) | -1 | 6 | -0.1 | 0 | -1 | 6 | 0 | 0.94 | 0.94
O=C(NN=C1CCCC1)c1cc(-c2ccccc2)n[nH]1 | 3 | 0 | 0.9 | 0 | 4 | -29 | -3 | 1 | 1.3

Copied from the listing, 9 compounds:
SMILES | APOBEC3A inh | mIAP block | MPTP inh | MIN6 prolif | ATG4B inhibitor | hIAP inh | A3G deaminase | mIAP act | hIAP activ
C/C(N)=C(/C#N)C(=O)CSc1nc2ccccc2c(=O)n1-c1ccc(C)c(Cl)c1 | -2 | -5 | -3.4 | -5 | 47* | 0 | -2 | 1.1 | 1
CCOC(=O)C1C(c2cccc(Cl)c2Cl)NC(=O)NC1(O)C(F)(F)F (stereo not drawn) | 1 | -4 | 0.7 | -5 | -7 | -11 | -1 | 1 | 1.1
Cn1nnnc1SCc1ccc(F)cc1 | 2 | -12 | -1.1 | 0 | 5 | 7 | -1 | 1.1 | 0.93
C#CCNC(=O)C1=C[C@@H](c2ccc(C(F)(F)F)cc2)C[C@@H](OCCCCO)O1 | -1 | 5 | -1.7 | -6 | -4 | 1 | -7 | 0.95 | 0.99
O=C(O)CSc1ccc2nnc(-c3cccnc3)n2n1 | -2 | 5 | -2.3 | -1 | -1 | 16 | -3 | 0.95 | 0.84
Cc1ccc(S(=O)(=O)N2CCN(C)CC2)c(C)c1N(C)S(=O)(=O)c1ccc(Cl)cc1 | -5 | -10 | 1.9 | -3 | -3 | -15 | -5 | 1.1 | 1.1
CCn1c(CC(=O)Nc2ccccc2)nnc1SCC(=O)NC1=NCCS1 | 2 | -5 | 0.2 | 0 | 8 | -7 | -6 | 1 | 1.1
Cc1ccc(C(=O)NCC2CCCO2)o1 (stereo not drawn) | -1 | 6 | -0.1 | 0 | -1 | 6 | 0 | 0.94 | 0.94
O=C(NN=C1CCCC1)c1cc(-c2ccccc2)n[nH]1 | 3 | 0 | 0.9 | 0 | 4 | -29 | -3 | 1 | 1.3

(further entries)
SMILES | APOBEC3A inh | mIAP block | MPTP inh | MIN6 prolif | ATG4B inhibitor | hIAP inh | A3G deaminase | mIAP act | hIAP activ
Cc1cc(C)n(-c2ccc(NC(=O)C3CCN(Cc4ccc(C)o4)CC3)cc2)n1 | -5 | -10 | -0.1 | 0 | -1 | -32 | -5 | 1.1 | 1.3
O=C(/C=C/CCc1ccc2c(c1)OCO2)N1CCCCC1 | 3 | -11 | 0.6 | -3 | 2 | -16 | 1 | 1.1 | 1.2
Cc1cc(C)n2c(SCC(=O)Nc3cccc(S(N)(=O)=O)c3)nnc2n1 | 2 | 0 | 0.0 | -2 | -8 | -7 | 4 | 1 | 1.1
CC(C)n1c(O)c(N=NC(=O)c2ccccc2NS(=O)(=O)c2cccs2)c2ccccc21 | 2 | 3 | 9.7 | -2 | -4 | 4 | -3 | 0.97 | 0.96
CCC(C)C(N)C(=O)NC(CCC(=O)OCc1ccccc1)C(N)=O (stereo not drawn) | -12 | 6 | -0.4 | -3 | -11 | -8 | -6 | 0.94 | 1.1
Cc1ccc(NC(=O)CCC(=O)OCC(F)(F)C(F)F)cc1 | -4 | 2 | 1.1 | 0 | 3 | 0 | -4 | 0.98 | 1
COc1cccc(C(=O)NNC(=O)c2cccc(F)c2)c1 | -4 | 8 | -0.6 | 0 | -8 | 6 | -7 | 0.92 | 0.94
CCOc1ccc(N2C(=O)/C(=C\c3ccccc3OC)S(=O)(=O)C2c2cccc([N+](=O)[O-])c2)cc1 (stereo not drawn) | -5 | 12 | -3.8 | -2 | 2 | 2 | -3 | 0.88 | 0.98
Cc1cc(OCC(=O)Nc2ccccc2N2CCCCC2)ccc1C(C)C | 0 | -1 | 44 | -7 | 1 | -5 | -8 | 1 | 1.1
COc1ccc(C(c2nnnn2C2CCCCC2)N2CCN(c3ccc(OC)cc3)CC2)cc1 (stereo not drawn) | 0 | -3 | -0.5 | -2 | -7 | -7 | 0 | 1 | 1.1
CCCOC(=O)C1=C(C)NC(=O)NC1c1cc2c(cc1Br)OCO2 (stereo not drawn) | -6 | 12 | 1.0 | 0 | -2 | -5 | -3 | 0.88 | 1.1
Cc1ccc(S(=O)(=O)NNC(=O)c2sccc2-n2cccc2)cc1 | 2 | 0 | -0.1 | -1 | -1 | 6 | 1 | 1 | 0.94
Oc1ccc(C2=CSC3=NCCN23)cc1O | -4 | 36 | -0.4 | -3 | 1 | -20 | 3 | 0.64 | 1.2
CCC(C)NS(=O)(=O)c1ccc(NC(=O)Cc2ccc(OC)cc2)cc1 (stereo not drawn) | 3 | -22 | 0.9 | -2 | -1 | 12 | -4 | 1.2 | 0.88
O=C(CNC(=O)c1cccs1)Nc1ncccc1O | -6 | 4 | -0.9 | 0 | 0 | 10 | -12 | 0.96 | 0.9
C=CCn1c(SCC(=O)Nc2ccc(NC(=O)c3ccco3)c(OC)c2)nnc1-c1ccncc1 | -1 | -6 | -0.3 | 0 | -4 | -19 | 9 | 1.1 | 1.2
O=C(COc1ccc(Cl)cc1)NCc1nnc(SCC(=O)NCc2ccc3c(c2)OCO3)o1 | 3 | 2 | -0.5 | -1 | -12 | -7 | 1 | 0.97 | 1.1
Cc1cccc2cc(CN(CCc3ccccc3)C(=O)N3CCOCC3)c3nnnn3c12 | 1 | 1 | 1.6 | 3 | -4 | 12 | -1 | 0.99 | 0.88
O=C(COC(=O)c1cnc(Cl)c(Cl)c1)Nc1cccc(S(=O)(=O)N2CCOCC2)c1 | 3 | 2 | -2.3 | -1 | -20 | -12 | 3 | 0.98 | 1.1
CCc1nnc(NC(=O)CSc2nnc(-c3ccncc3)n2Cc2ccccc2)s1 | -2 | 8 | . | -2 | . | -24 | 0 | 0.92 | 1.2
COc1ccc(OC)c(-c2cc(C(=O)NCCCn3ccnc3)no2)c1 | 2 | 1 | -0.9 | -1 | -10 | 13 | -2 | 0.99 | 0.87
CCOC(=O)C1C(C(C)=O)=C(c2ccccc2)c2ccccc2N1S(=O)(=O)C(F)(F)F (stereo not drawn) | -1 | 0 | -2.6 | . | -2 | . | -3 | 0.99 | .
Cc1ccc(-c2csc3ncnc(NCCC(=O)O)c23)cc1 | -3 | 2 | 1.3 | -2 | -1 | -16 | -3 | 0.98 | 1.2
CC(=O)N1CCc2cc(N=NC3=C(O)CC(C)(C)CC3=O)ccc21 | 1 | 10 | 0.3 | 1 | 3 | 33 | -6 | 0.9 | 0.67
Cc1cccc(NC(=O)CC2(CC(=O)O)CCCC2)c1 | 0 | -4 | -0.4 | -2 | 3 | 6 | -8 | 1 | 0.94
Cc1cc(C)nc(CCNC(=O)CC2C(=O)NCCN2Cc2ccccc2)n1 (stereo not drawn) | 0 | -7 | 0.0 | -3 | -1 | -8 | 6 | 1.1 | 1.1
CC1=C(C(=O)OCc2ccccc2)C(c2ccccc2OS(=O)(=O)c2ccc([N+](=O)[O-])cc2)NC(=O)N1CCCC(=O)O (stereo not drawn) | -4 | 5 | 4.4 | -6 | -21 | 9 | -5 | 0.95 | 0.91
C=CCn1c(SCC(=O)Nc2ccc3c(c2)OCO3)nnc1-c1ccccc1O | -3 | -18 | -0.7 | 1 | -6 | -18 | -2 | 1.2 | 1.2
O=C(OC1CCN(c2ccc([N+](=O)[O-])cc2)CC1)c1ccccc1 | -2 | 15 | 0.2 | 0 | -1 | -6 | -7 | 0.85 | 1.1
C=CCN1C(=O)CN=C1Nc1ccccc1 | -5 | -5 | -0.5 | -3 | -3 | -20 | -4 | 1 | 1.2
Cn1c(=O)c2c(-c3ccccc3)n(N3CCOCC3)cc2n(C)c1=O | -3 | -4 | 2.6 | 2 | 2 | 6 | -3 | 1 | 0.94
COC(=O)c1[nH]c2ccccc2c1NC(=O)/C=C/c1ccc2c(c1)OCO2 | -2 | 5 | 0.4 | 0 | -4 | 18 | -7 | 0.95 | 0.82
O=C(NNC(=O)c1cccs1)c1ccc(Cl)c(Cl)c1 | -2 | 8 | -0.5 | 1 | 3 | -16 | -5 | 0.92 | 1.2
CCn1cc(C(=O)NCc2ccncc2)c(=O)c2cc(F)c(N3CCN(C(=O)c4ccco4)CC3)cc21 | -4 | -4 | 3.5 | -1 | -15 | -6 | -9 | 1 | 1.1
Cc1ccc(NC(=O)CN2CCN(C)CC2)cc1Br | -5 | -7 | 0.7 | 0 | -6 | -11 | -6 | 1.1 | 1.1
O=C(/C=C/c1ccc(Cl)cc1)N(Cc1ccccc1)c1ccccn1 | -4 | 5 | 6.7 | 3 | 1 | 0 | -8 | 0.95 | 1
CCC1(C)Cc2c(sc3nc(NC)n(C)c(=O)c23)CO1 (stereo not drawn) | 1 | 1 | -4.2 | -3 | -7 | 2 | 0 | 0.99 | 0.98
Cc1ccc(C)c(N(CC(=O)Nc2cc(Cl)ccc2Oc2ccccc2)S(C)(=O)=O)c1 | 0 | -14 | 2.8 | -4 | 1 | -17 | -5 | 1.1 | 1.2
COc1cccc(-c2n[nH]c(=S)n2Cc2ccco2)c1OC | 1 | 1 | 0.2 | 1 | 9 | 1 | 34 | 0.99 | 0.99
COc1ccc(CCNC(=O)C2CCCN(S(=O)(=O)c3ccc(F)cc3)C2)cc1 (stereo not drawn) | -5 | 6 | -1.2 | -3 | -3 | -38 | 6 | 0.94 | 1.4
O=C(Cn1c(C(=O)NCc2ccco2)cc2sccc21)c1ccccc1 | 0 | 2 | -1.9 | 0 | -1 | -11 | -2 | 0.98 | 1.1
CNc1nc(N)c([N+](=O)[O-])c(Nc2ccccc2OC)n1 | -4 | 9 | 0.1 | 3 | -12 | 14 | -1 | 0.91 | 0.86
